RAD54 inh – inhibitors of human RAD54 branch migration, primary screen, biochemical, fluorescence, single point; 0.14% of 360,000 active; inhibition, % at 10.4 µM; DNA repair and recombination protein RAD54-like (Homo sapiens), Q92698; RAD54 Holliday junction branch migration, FAM/BHQ fluorescence;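 active = mean normalized replicate activity at least 40 and at least half of replicates scoring 40 or more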;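 also: 0% = median of neutral control wells and 100% = median of positive control wells; inhibitors cause a drop in the FAM fluorescence signal; in these data hits start at about 50%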
esBAF inh – Bmi1 luciferase reporter increase in mESCs, primary screen, esBAF inhibitor project, mouse ES cells, Bmi1 luciferase knock-in, single point; 2% of 350,000 active; reporter increase, % at 12.5 µM; 24 h; 100% = twice the neutral-well signal; in the data active = activation above about 40%;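 also: 0% = median of the plate's neutral control wells and 100% = double that signal; a rise in the Bmi1 reporter signal indicates esBAF inhibition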
FN deposit inh – inhibitors of fibronectin matrix deposition, primary screen, AH1F cells, Alexa488-fibronectin fluorescence, plate reader; inhibition, % at 12.6 µM; 0.086% of 350,000 active; AH1F fibroblasts, overnight;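 active = mean inhibition across replicates of 30% or more, regardless of how many single replicates reach that level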;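 also: positive control wells lacked labelled fibronectin entirely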
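Test system: AH1F fibroblast monolayer depositing Alexa488-labelled fibronectin into matrix. Input: 10000 cells per well. Technique: fluorescence, ex 485 nm, em 525 nm. Buffer or medium: DMEM plus 2% serum, read in PBS. Timing: 1 h cell adhesion before compound, then overnight fibronectin incubation. Compound: single dose, pinned. Read-out basis: inhibition from reduced deposited-fibronectin fluorescence.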
XiGFP reactiv – activators of inactive X chromosome reactivation, primary screen, imaging, XiGFP fibroblasts, GFP high-content imaging, set 2. XiGFP mouse fibroblasts, % GFP-positive cells imaging, 3 d; cells co-treated with 5-aza-dC sensitizer; scaled so ellipticine positive control = 100%. activation, % at 7.58 µM. 0.055% of 360,000 active. AID 743238, 2013;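 active = mean normalized replicate activation at least 10% and every replicate at or above 10%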;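 also: 0% = median of on-plate neutral control wells and 100% = ellipticine 6 µM median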
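Schedule: 3 d treatment, 15 min room-temperature fixation; system: 68-5-11 XiGFP fibroblast line; buffer or medium: DMEM plus 5-aza-dC sensitizer; control set: ellipticine 6 µM positive control; compound: one concentration, pinned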
RAD52 inh – RAD52 DNA annealing inhibitors, primary screen, biochemical, FRET, single point, set 2; 0.46% of 360,000 active; inhibition, % at 18.7 µM; AID 651710, 2012; recombinant RAD52 DNA annealing, FRET fluorescence; DNA repair protein RAD52 homolog (Homo sapiens), P43351;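 active = every replicate showing at least 50% inhibition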
Target sequence (P43351 whole entry, looked up): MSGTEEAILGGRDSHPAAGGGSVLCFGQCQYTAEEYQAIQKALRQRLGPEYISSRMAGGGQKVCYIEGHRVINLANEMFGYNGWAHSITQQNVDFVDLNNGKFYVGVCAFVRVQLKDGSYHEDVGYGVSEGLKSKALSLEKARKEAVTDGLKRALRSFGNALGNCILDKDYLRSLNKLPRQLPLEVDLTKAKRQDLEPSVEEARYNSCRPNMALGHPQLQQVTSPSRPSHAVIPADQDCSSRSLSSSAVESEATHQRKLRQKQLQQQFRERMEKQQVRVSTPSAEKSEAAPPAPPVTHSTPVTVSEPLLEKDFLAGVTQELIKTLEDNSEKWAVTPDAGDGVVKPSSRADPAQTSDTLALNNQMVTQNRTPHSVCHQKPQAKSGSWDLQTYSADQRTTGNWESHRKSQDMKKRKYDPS
S100A4 inh HTS – inhibitors of S100A4-myosin IIA peptide binding, primary screen, biochemical, fluorescence polarization, TAMRA-MyoIIA peptide; Protein S100-A4 (Homo sapiens), P26447; inhibition, % at 10.7 µM; 0.14% of 360,000 active; AID 652163, 2013;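 active = mean inhibition of at least 70% across replicates, with every replicate also reaching that level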
Target sequence (P26447 whole entry, looked up): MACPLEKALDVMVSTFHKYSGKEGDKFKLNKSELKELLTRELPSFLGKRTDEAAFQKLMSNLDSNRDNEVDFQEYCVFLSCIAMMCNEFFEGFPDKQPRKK
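Assay system: human S100A4 monomer with TAMRA-labelled myosin IIA peptide / Buffer or medium: Calcium-containing HEPES buffer, pH 7.2 / Reagent: TAMRA-labelled myosin IIA heavy-chain peptide probe, 5 nM / Compound: one dose per compound / Timing: polarization read 5 min after assay mix addition, stable 5–60 min / Benchmarks: neutral control DMSO, positive control TFP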
EWS-Fli block – EWS/Fli-driven NR0B1 reporter inhibitors, primary screen, A673 cells, NR0B1 luciferase, luminescence, MLPCN library; viability-normalised; inhibition, % at 12.6 µM; 0.67% of 350,000 active; AID 651661, 2012;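 active = mean inhibition of at least 50% after viability correction, with every replicate also passing that limit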;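 also: firefly luciferase signal divided by Alamar Blue viability fluorescence both relative to DMSO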
E-selectin induc – E-selectin induction in HUVECs, primary screen, imaging, HUVEC, immunofluorescence imaging, single point | P16581 | normalized: neutral wells 0, TNF-alpha wells 100 | activation, % at 7.58 µM | 0.37% of 260,000 active | AID 686992, 2013;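 active = mean E-selectin-positive cell signal at least 10% of the positive control, reached in at least 60% of replicates, without over 20% cell loss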;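 also: in these data hits start at about 27%; measured in HUVEC primary endothelial cells; signal is the percent of cells scored E-selectin positive by PE staining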
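System: HUVEC / Compound: single concentration / Signal: immunofluorescence imaging / Read-out: percent E-selectin-positive cells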
An asterisk follows results filed as active; / = no result given; & = joins results of further samples.

cpd	compound	E-selectin induc	FN deposit inh	XiGFP reactiv	EWS-Fli block
1	C[C@@H]1CCCCO[C@@H](CN(C)C(=O)c2ccccc2)[C@@H](C)CN([C@H](C)CO)C(=O)c2cc(NC(=O)CCC(F)(F)F)ccc2O1	0.7	1	0.3	-13
2	CCOC(=O)c1c(/N=C/C2C(=O)CCCC2=O)sc(C)c1C	/	4	0.0	5
3	CCNC(=O)Nc1ccc2c(c1)C(=O)N(C)[C@H]1CC[C@H](CC(=O)NCCN3CCCC3)O[C@H]1CO2	0.0	-4	0.3	-1
4	COc1ccc(NC(=O)/C(=C/c2ccc3c(c2)OCO3)NC(C)=O)cc1	0.2	2	0.0	1
5	C[C@H]1CN([C@@H](C)CO)C(=O)c2cc(NC(=O)C3CCCCC3)ccc2O[C@H]1CN(C)S(=O)(=O)c1ccccc1	0.1&-0.1	-1	0.0&-0.3	0&0
6	COc1cc(C2SCC(=O)N2Cc2ccccc2)cc(OC)c1OC (stereo unspecified)	/	6	0.0	1
7	C[C@@H]1CN([C@@H](C)CO)C(=O)c2cccc(NC(=O)c3ccncc3)c2O[C@@H]1CN(C)Cc1ccc(-c2ccccc2)cc1	-0.3&-0.7	13&4	-0.1&0.0	5&10
8	Fc1ccc(-c2cnc3n2CCCCC3)cc1	2.1	-2	-0.1	4

cpd	RAD54 inh	S100A4 inh HTS	RAD52 inh	esBAF inh
1	6	8	20	9
2	-2	0	-12	/
3	-8	/	/	3
4	/	-5	-17	/
5	12&-15	-13&3	17&-73	6&12
6	-7	1	6	-5
7	0&-12	7&-9	14&-83	-6&7
8	-8	0	-2	1

Reformatted in transposed form: part of the list above.
(3) CCNC(=O)Nc1ccc2c(c1)C(=O)N(C)[C@H]1CC[C@H](CC(=O)NCCN3CCCC3)O[C@H]1CO2
(8) Fc1ccc(-c2cnc3n2CCCCC3)cc1
screen / no.,3,8
E-selectin induc,0.0,2.1
FN deposit inh,-4,-2
XiGFP reactiv,0.3,-0.1
EWS-Fli block,-1,4
RAD54 inh,-8,-8
S100A4 inh HTS,/,0
RAD52 inh,/,-2
esBAF inh,3,1

New compounds follow.
cpd	compound	E-selectin induc	FN deposit inh	XiGFP reactiv	EWS-Fli block
9	Cc1ccc(S(=O)(=O)N(Cc2ccccc2F)C(=O)N2CCN(C)CC2)cc1	-0.1	-2	0.5	-3
10	CCCCn1nnnc1C1(C)CCC(=O)N1CCCN1CCOCC1 (stereo unspecified)	5.4	5	-0.1	2
11	Cc1ccc(-c2ccc([C@H]3[C@@H](CO)N4C(=O)CN(C(=O)Cc5ccccn5)C[C@@H]34)cc2)cc1	0.3	/	0.1	-6
12	CC1CN(CCCCOc2ccc(F)cc2)CC(C)O1 (stereo unspecified)	9.6	-9	0.1	2
13	NC(=O)C1CCN(c2nc(-c3ccccc3F)cs2)CC1	1.7	4	0.1	-99
14	Nc1ccc(N=Nc2ccc(N)cc2)cc1	1.0	-8	0.0	12
15	COc1cccc(S(=O)(=O)N2C[C@H](O)COC[C@@H]3O[C@H](CC(=O)NCCCN4CCOCC4)CC[C@H]32)c1	-0.1	1	0.0	4
16	CO[C@@H](CN(C)Cc1nccs1)[C@H](C)CN([C@@H](C)CO)S(=O)(=O)c1ccc(F)cc1	0.3	0	0.0	0

cpd	RAD54 inh	S100A4 inh HTS	RAD52 inh	esBAF inh
9	0	-1	-2	/
10	/	37	-18	/
11	/	-3	-18	/
12	/	-8	-2	/
13	2	-2	-6	38
14	/	-6	-11	/
15	3	1	-6	0
16	0	5	-2	-4

(list continues)
cpd	compound	E-selectin induc	FN deposit inh	XiGFP reactiv	EWS-Fli block
17	CCN(C(=O)c1ccc(NC(=O)C2CCCCC2C(=O)O)cc1)c1ccccc1 (stereo unspecified)	0.4	-7	0.0	-17
18	C[C@@H]1CN([C@H](C)CO)C(=O)c2cccc(NS(=O)(=O)c3cn(C)cn3)c2O[C@H]1CN(C)C	-1.5	3	-1.3	-20
19	CCC(=O)NNC(=O)CCC(=O)Nc1ccc(C)cc1C	-0.3	3	0.0	2
20	COC(=O)c1ccc(NS(=O)(=O)c2ccc(OC)cc2)cc1	/	-4	/	/
21	COc1ccc(NC(=S)N2CCC(C(=O)c3ccc(F)cc3)CC2)c(OC)c1	/	/	0.0	-27
22	O=C(c1ccc(COc2ccccc2Cl)o1)N1N=C(C(F)F)CC1(O)C(F)F (stereo unspecified)	/	5	0.0	11
23	O=C(COC(=O)C12CC3CC(CC(Br)(C3)C1)C2)Nc1ccc2[nH]c(=O)[nH]c2c1	-0.3	4	0.3	2
24	O=C(COC(=O)c1ccc(O)cc1O)NNC(=O)c1cccs1	/	-8	0.8	0

cpd	RAD54 inh	S100A4 inh HTS	RAD52 inh	esBAF inh
17	-5	-1	4	-13
18	-6	3	-3	-2
19	/	0	-15	8
20	-1	-1	-13	5
21	/	-3	-23	/
22	-4	0	2	/
23	-1	-4	-7	2
24	9	-7	-5	-9

Continued:
cpd	compound	E-selectin induc	FN deposit inh	XiGFP reactiv	EWS-Fli block
25	Cc1cc(NC(=O)COC(=O)c2cc(S(=O)(=O)N(C)c3ccccc3)ccc2Cl)no1	0.0	0	0.5	-5
26	CC(C)(C)n1nnnc1C(c1cccs1)N1CCCC2(CCCCC2)C1 (stereo unspecified)	/	/	/	8
27	CS(=O)(=O)N(CC(=O)Nc1ccc(Br)cc1F)C1CCCCC1	0.8	5	0.0	13
28	O=S1(=O)[C@H]2C[C@@H]3C=C[C@]2(CN1Cc1ccc(C(F)(F)F)cc1)O3	-0.1	-5	0.0	-5
29	COc1ccc(Nc2ncnc3sccc23)cc1	0.2	-2	0.0	-120
30	Fc1ccccc1CSc1nnc2ccc(-c3ccncc3)nn12	0.4	1	0.0	-13
31	Cc1ccc(NC(=O)CN(C)CC(=O)Nc2ccccc2C#N)cc1	0.3	-2	0.4	-7
32	CCc1nn(CC(=O)NCCCN2CCN(C)CC2)c(=O)c2cc3occc3n12	/	-4	0.0	1

cpd	RAD54 inh	S100A4 inh HTS	RAD52 inh	esBAF inh
25	/	-2	-19	/
26	2	0	-7	-5
27	5	7	-6	3
28	1	-2	-6	-4
29	-6	0	11	23
30	-2	5	-12	7
31	-9	-5	-1	-6
32	-1	-4	4	-2

Three of the entries above in order of their number in S100A4 inh HTS, rising.
#	SMILES	S100A4 inh HTS	RAD52 inh	esBAF inh
32	CCc1nn(CC(=O)NCCCN2CCN(C)CC2)c(=O)c2cc3occc3n12	-4	4	-2
26	CC(C)(C)n1nnnc1C(c1cccs1)N1CCCC2(CCCCC2)C1 (stereo unspecified)	0	-7	-5
27	CS(=O)(=O)N(CC(=O)Nc1ccc(Br)cc1F)C1CCCCC1	7	-6	3

Carrying on.
cpd	compound	E-selectin induc	FN deposit inh	XiGFP reactiv	EWS-Fli block
33	COCCNC(=O)c1cc2c(c(-c3cccc(C#CCN(C)C)c3)n1)[C@H](CCO)N(S(=O)C(C)(C)C)C2 (stereo partly specified)	/	/	/	9
34	COc1cccc(-c2nc3n(n2)C(c2ccccc2Cl)C(C(N)=O)=C(C)N3)c1 (stereo unspecified)	0.4	17	0.3	6
35	C[C@@H]1CN([C@H](C)CO)C(=O)c2cccc(NS(=O)(=O)c3ccc(Cl)cc3)c2O[C@@H]1CN(C)Cc1ccc(C(F)(F)F)cc1	0.0	0	0.0	8
36	CC(C)C[C@H]1CN(CCCC[C@H]2CNC(=O)C(=O)N2CC2CCCCC2)C(=O)C(=O)N1CC1CCCCC1	0.0	-6	-0.1	8
37	CCN1[C@@H]2c3ccc(C4=CCCC4)c(=O)n3C[C@H]1[C@H](CO)[C@H]2C(=O)NCc1ccccn1	0.1	/	-0.1	-6
38	O=C(Nc1nnc([C@H]2C[C@H](O)[C@@H](CO)O2)s1)c1cccc(OC(F)(F)F)c1	-0.1	-17	-0.2	-11
39	COCCNC(=O)[C@@H]1CSC2c3ccc(OC)c(OC)c3C(=O)N21 (stereo partly specified)	/	9	0.0	-8
40	O=C(N/C(=C/c1ccc(Br)cc1)C(=O)N1CCCC1)c1cccs1	/	-4	0.3	1

cpd	RAD54 inh	S100A4 inh HTS	RAD52 inh	esBAF inh
33	-7	42	-28	0
34	5	1	-7	-2
35	1	-33	-4	-1
36	/	0	-8	/
37	-1	22	-53	4
38	8	-7	-46	0
39	-1	-1	-5	-4
40	/	2	-25	/

The listing continues.
cpd	compound	E-selectin induc	FN deposit inh	XiGFP reactiv	EWS-Fli block
41	COc1cccc(S(=O)(=O)N2C[C@H](O)COC[C@H]3O[C@H](CC(=O)N4CCN(c5ccccc5)CC4)CC[C@@H]32)c1	0.5	-10	0.1	-2
42	COc1cc(C)ccc1OCCOc1c(C)cc(Cl)cc1Cl	-2.0	1	0.0	9
43	O=c1c2ccccc2ncn1-c1cccc(Br)c1	/	0	0.0	-11
44	CCN(CC(=O)Nc1c(F)cccc1F)C(=O)CCCc1nc2ccccc2c(=O)[nH]1	-1.7	5	0.0	-9
45	CCCC(NC(=O)COc1cc2c(c3oc(=O)c(C)c(C)c13)CCC(C)(C)O2)C(=O)O (stereo unspecified)	0.0	4	0.0	-80
46	CC(C)Oc1ccc(NC(=O)C2CCCNC2=O)cc1 (stereo unspecified)	/	/	/	/
47	CCN(CC)CCNC(=O)CNC(=S)N(CCCN1CCOCC1)Cc1cccs1	0.0	1	0.1	13
48	COc1ccc(CN(C)C[C@@H]2Oc3ccc(NS(=O)(=O)c4ccc(Cl)cc4)cc3CC(=O)N([C@@H](C)CO)C[C@@H]2C)cc1	-0.2	/	-1.2	-9
49	Cc1c(C(=O)N(C)Cc2ccccc2)oc2c(Cl)cccc12	0.1	8	0.1	-1
50	CN1CCN(C(=O)C[C@@H]2C[C@H]3c4cc(NC(=O)C5CCOCC5)ccc4O[C@H]3[C@H](CO)O2)CC1	-0.3	-21	0.5	2
51	CCCCN1C(=N)N([C@@H](CCC)CN2CCC[C@H]2CN2C(N)=NC[C@H]2CC(C)C)C[C@H]1Cc1ccccc1	-0.1	3	-0.2	-10

cpd	RAD54 inh	S100A4 inh HTS	RAD52 inh	esBAF inh
41	4	/	/	-4
42	-2	0	0	/
43	-14	-7	-12	9
44	10	-5	-8	3
45	-10	-4	-14	-10
46	-7	0	-7	9
47	0	-6	-9	1
48	-9	11	8	0
49	11	3	-15	4
50	6	8	-3	2
51	11	-1	18	-5
